FXN GAA850 act: activators of GAA850 frataxin (FXN) promoter | HEK293 lucGAA850 FXN promoter luciferase reporter, 24 h; percent of 10 µM SAHA response | activation, % at 6 µM | 360,000 compounds, 0.56% hits | AID 540364;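 active = activation above the average of all compounds screened plus 3 SD, cutoff fixed separately per campaign, cut at about 7.5% in these data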;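 also: 0% = DMSO wells and 100% = 10 µM SAHA wells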
HGIII-sPLA2 inh: Inhibits HGIII-sPLA2 liposome hydrolysis, primary screen. 370,000 compounds, 0.56% hits. AID 743126. inhibition, % at 12.2 µM. QFRET BODIPY PC-A2 liposome hydrolysis, fluorescence. Q9NZ20;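 active = inhibition above mean plus 3 SD of compounds lying within the high and low control bounds, cut at about 19% in these data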;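 also: 0% = median of test compound wells and 100% = no enzyme DMSO wells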
Target sequence (Q9NZ20 whole entry, looked up): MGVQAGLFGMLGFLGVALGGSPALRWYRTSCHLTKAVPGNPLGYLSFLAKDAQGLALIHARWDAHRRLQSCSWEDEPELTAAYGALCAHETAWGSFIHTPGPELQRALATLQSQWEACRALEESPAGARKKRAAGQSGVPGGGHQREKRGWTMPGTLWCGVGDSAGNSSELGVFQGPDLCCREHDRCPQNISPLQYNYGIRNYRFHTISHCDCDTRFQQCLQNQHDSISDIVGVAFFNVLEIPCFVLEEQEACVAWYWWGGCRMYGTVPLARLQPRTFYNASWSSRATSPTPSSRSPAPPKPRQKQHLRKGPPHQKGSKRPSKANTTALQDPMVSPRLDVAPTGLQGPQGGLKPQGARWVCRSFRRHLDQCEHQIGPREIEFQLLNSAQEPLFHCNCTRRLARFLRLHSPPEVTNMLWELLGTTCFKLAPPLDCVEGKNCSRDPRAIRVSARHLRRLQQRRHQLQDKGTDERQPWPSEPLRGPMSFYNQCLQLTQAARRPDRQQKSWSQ
SMARCA2 act: increases SMARCA2 function in MMTV reporter cells; activation, % at 9.1 µM; MG213 cells, MMTV-luciferase reporter, dexamethasone, overnight; 370,000 compounds, 1% hits; in the data active = activation above about 7.8%;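 also: 0% = vehicle wells and 100% = reference activator wells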
hgDAF12 agonist: hgDAF-12 agonism, primary luciferase screen. HEK293 GAL4-hgDAF12 UAS-luciferase reporter, agonist luminescence; normalized to butyrate control. activation, % at 6.8 µM. 370,000 compounds, 1.8% hits. AID 687014;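 active = activation above a cutoff set at the mean of all screened compounds plus 3 SD, cut at about 10% in these data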;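 also: 0% = DMSO wells and 100% = sodium butyrate wells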
NPR2 activator: GC-B (human) receptor activation; P20594; activation, % at 10 µM; 370,000 compounds, 0.11% hits; AID 1920062; HEK293-GC-B cells, CNP EC30, cGMP TR-FRET; 0% at EC30 CNP, 100% saturating CNP;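 active = activation at 10 µM reaching about 35% in either raw or pattern-adjusted values, limit read from the data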
DAX1 inh-1: inhibitors of DAX1 repression of SF-1 activated StAR promoter | HEK293T StAR-luciferase reporter, SF-1/DAX-1 repression relief | inhibition, % at 6.8 µM | 370,000 compounds, 1.1% hits | AID 652010;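 active = inhibition above the mean over all tested compounds plus 3 SD, cut at about 3.6% in these data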;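 also: 0% = DAX-1 cells with DMSO and 100% = cells lacking DAX-1 with DMSO; higher inhibition means more luminescence from relief of DAX-1 repression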
hcDAF12 agonist: activates DAF-12 receptor from parasite H. contortus; HEK293 hcDAF-12 lit1-tk-luc reporter, luminescence; 0% DMSO, 100% Δ7-dafachronic acid; activation, % at 6.8 µM; 370,000 compounds, 1.4% hits; AID 652067;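 active = activation above the mean of all tested compounds plus 3 SD, cut at about 5.5% in these data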;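 also: 100% = response to 3 µM Δ7-dafachronic acid high control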
KLK7 zymogen act: activates the human kallikrein-7 zymogen; P49862; purified proKLK7, EDANS-DABCYL substrate fluorescence; 100% is mature enzyme control, 0% vehicle; activation, % at 7 µM; 370,000 compounds, 0.9% hits; AID 652039;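 active = activation above the mean of all tested compounds plus 3 SD, computed per campaign excluding outliers beyond control limits, cut at about 13% in these data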
Target sequence (P49862 whole entry, looked up): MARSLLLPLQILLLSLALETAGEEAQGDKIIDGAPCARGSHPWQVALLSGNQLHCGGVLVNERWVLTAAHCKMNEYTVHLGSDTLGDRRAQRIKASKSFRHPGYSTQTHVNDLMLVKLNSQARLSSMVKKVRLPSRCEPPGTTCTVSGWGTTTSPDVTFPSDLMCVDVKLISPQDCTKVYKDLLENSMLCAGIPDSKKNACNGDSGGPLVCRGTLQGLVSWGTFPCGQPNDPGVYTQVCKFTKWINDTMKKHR
NPR1 activator: GC-A (human) enzyme activation; HEK293 GC-A cells, cGMP TR-FRET, EC30 ANP; 0% at EC30 ANP, 100% saturating ANP; activation, % at 10 µM; 370,000 compounds, 0.14% hits; AID 1671463; in the data active = activation above about 40%
DAX1 inh-2: NR0B1 (DAX1) inhibition | P51843 | HEK293 Gal4-DAX1 luciferase reporter, luminescence | inhibition, % at 6.75 µM | 340,000 compounds, 0.99% hits | AID 504766;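 active = inhibition above the mean over all tested compounds plus 3 SD, cut at about 4.2% in these data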;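 also: 0% = DAX1-transfected cells with DMSO and 100% = empty-vector control cells with DMSO; inhibition shows as a rise in luminescence from relieved DAX1 repression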
Target sequence (P51843 207-470 limits assumed): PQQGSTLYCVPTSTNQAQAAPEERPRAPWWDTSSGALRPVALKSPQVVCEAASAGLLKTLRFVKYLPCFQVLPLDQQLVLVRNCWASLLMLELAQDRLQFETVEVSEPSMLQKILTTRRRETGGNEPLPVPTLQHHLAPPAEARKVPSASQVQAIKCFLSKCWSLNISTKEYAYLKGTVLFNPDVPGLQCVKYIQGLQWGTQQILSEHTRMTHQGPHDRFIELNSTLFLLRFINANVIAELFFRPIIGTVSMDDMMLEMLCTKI
ssDAF12 agonist: activates DAF-12 receptor from parasite S. stercoralis; activation, % at 6.8 µM; 370,000 compounds, 1% hits; HEK293 ssDAF-12/GRIP1 lit1-tk-luc reporter, luminescence; % of 3 µM dafachronic acid response;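 active = activation above the mean over all tested compounds plus 3 SD, cut at about 0.9% in these data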;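 also: 0% = DMSO-only wells and 100% = 3 µM delta7-dafachronic acid wells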
Numbers without * were called inactive; nt = no result given. Outcome played no part in choosing rows. About 6.7% of those tested had a hit in this group.

SMILES	FXN GAA850 act	HGIII-sPLA2 inh	SMARCA2 act	hgDAF12 agonist	NPR2 activator	DAX1 inh-1	hcDAF12 agonist	KLK7 zymogen act	NPR1 activator	DAX1 inh-2	ssDAF12 agonist
NC(=O)[C@H]1CC2(CC(c3cccc(NC(=O)[C@H]4CCC(=O)N4)c3)=NO2)CN1C(=O)CC(c1ccccc1)c1ccccc1 (stereo partly specified)	nt	-17	0	-1.3	2	-0.1	-0.6	0.0	1	nt	-0.9
CC1(C)O[C@@H]2[C@H](O1)[C@@H](CO)O[C@H]2n1c(N2CCCCC2)nc2c(N)ncnc21	1.7	7	1	-0.5	-4	0.2	-2.6	-0.6	-5	-1.3	-1.6
COc1ccc(S(=O)(=O)N2CCOCC2)cc1NC(=O)Cc1sc(C)nc1-c1ccc(F)cc1	1.4	-13	-1	-3.7	7	-0.3	-1.6	0.2	-4	0.1	-1.0
C=CC[C@@H](CC(=O)N[C@@H](CO)Cc1ccccc1)C(=O)N[C@@H](COC(=O)[C@@H](CC=C)Cc1ccc(F)cc1)Cc1ccccc1	-7.8	-10	-1	0.5	-2	0.3	-0.7	0.1	1	-1.0	-1.6
CCOC(=O)c1c(NC(=O)c2cc(-c3ccc(O)cc3)on2)sc(C(C)=O)c1C	0.0	-4	-2	-1.0	-3	0.0	-1.1	0.1	-5	1.4	-0.1
O=C(/C=C/c1ccc(O)c(O)c1)NC(=O)c1ccccc1O	4.4	-9	5	15*	-3	4.6*	6.5*	-0.9	-2	-0.3	-0.3
O=C(COC(=O)c1cc(Br)ccc1O)Nc1ccc2c(c1)OCCO2	1.7	3	0	0.3	0	-1.4	1.0	1.2	1	2.2	-0.8
CCOc1ccccc1C=NNC(=O)c1cccc2ccccc12	2.1	-4	1	-1.6	-5	0.4	0.2	0.1	-4	-0.5	-1.0
COc1ccccc1N1CCN(/N=C/c2ccc(C(=O)O)cc2)CC1	4.6	1	1	11*	4	0.8	2.6	0.1	3	0.7	-0.4
CCOC(=O)c1cnc(-n2cc(C)cn2)nc1Nc1ccccc1OC	-1.1	7	-3	4.2	-24	0.2	-1.8	0.1	-25	-1.3	-0.8
Cc1nc(N2CCN(c3ccccc3)CC2)[nH]c(=O)c1Cc1ccccc1	0.2	5	-2	3.2	3	0.5	-0.7	-0.1	-2	0.5	-0.2
Fc1ccc(-c2csc(Nc3ccccn3)n2)cc1	6.2	0	0	20*	-4	2.3	21*	0.4	20	3.4	4.3*
COc1ccc(/C=N/Nc2ncnc3sc4c(c23)CCCC4)cc1O	3.5	-3	-1	6.0	-10	0.5	2.3	-1.3	-15	0.1	-0.7
O=C(CNCCc1ccccc1)Nc1ccc(C(=O)N2CCCCC2)cc1	-0.1	6	-3	-2.0	-1	0.2	-1.6	-0.7	5	0.6	-0.9
O=C(O)/C=C/c1cn(Cc2ccccc2Cl)nc1-c1ccccc1	-3.2	-11	0	0.4	-8	0.7	-1.3	0.7	-2	-0.1	-1.1
Cc1cccc(CC(=O)Nc2cc(C)c3c(=O)oc4ccccc4c3n2)c1	-0.4	2	-1	1.7	13	-0.6	1.2	0.4	7	-0.1	-1.5
CCN(CC(=O)Nc1c(F)cccc1F)C(=O)c1cc2ccccc2oc1=O	2.0	13	-2	3.2	3	-1.8	-0.9	0.1	1	3.5	-0.5
Cn1cccc1Cc1nnc(SCC(=O)NCCc2ccccc2)n1-c1ccc(F)cc1	-3.1	-30	-1	-3.4	-2	-0.3	0.5	0.7	3	1.3	-1.5
COc1ccc(NC(=O)CCN2C(=O)C3CC=C(Cl)CC3C2=O)cc1 (stereo unspecified)	3.4	18	-1	1.0	7	0.9	-2.4	-0.3	4	-0.2	-1.6
CCCCn1c(N)c(N(C)C(=O)C2CC(=O)N(Cc3ccco3)C2)c(=O)[nH]c1=O (stereo unspecified)	-1.3	2	-4	3.1	2	1.7	-1.4	-0.6	3	-0.4	-0.2
CCCCNC(=O)C1CC(=O)N(c2ccc(OC)cc2)C1c1ccc(OC)cc1 (stereo unspecified)	-0.7	1	-2	-1.5	3	-0.1	0.1	-0.9	-3	1.3	0.5
O=C(COC(=O)COc1ccccc1F)Nc1ccc2c(c1)OCO2	-0.1	6	-1	1.5	-5	-0.1	1.2	-0.1	-5	0.6	-0.6
Cc1cc(Cl)ccc1C(=O)C1CCCN(C(=O)c2cc(C(C)C)no2)C1 (stereo unspecified)	0.5	-1	-2	0.4	-2	-0.3	-1.2	-0.1	-2	0.1	-1.8
CC(C)(C)S(=O)N1Cc2cc(C(=O)N3CCOCC3)nc(-c3cccc(Br)c3)c2[C@H]1CCO (stereo partly specified)	nt	-4	4	-2.9	-1	-0.3	-0.5	-0.1	1	nt	-1.4
Cc1c(C(=O)NCCc2ccccc2)oc2ccc(S(=O)(=O)N3CCOCC3)cc12	-1.7	-12	2	1.4	7	-0.5	-3.2	0.9	2	-0.1	-1.2
COc1ccccc1OCc1ccc(C(=O)N2CCN(C(=O)c3ccco3)CC2)cc1	-1.4	0	-1	-1.5	-8	0.4	-1.6	-0.2	3	-0.1	-1.1
NC(=O)CCN(Cc1ccccc1)S(=O)(=O)c1ccccc1	-1.5	4	2	0.7	2	0.5	-1.4	-0.1	3	0.4	-0.6
O=C1COc2ccc(C(=O)COC(=O)c3ccc([N+](=O)[O-])cc3Cl)cc2N1	-1.1	-2	-1	2.7	2	-1.6	-0.8	0.6	1	-1.5	-1.4
Cc1cc2nc(CCN3CCOCC3)n(S(=O)(=O)c3ccc(C(C)(C)C)cc3)c2cc1C	2.0	-6	-1	3.5	-2	1.1	-1.0	0.5	1	-0.8	-1.1
Cc1ccc(CNS(=O)(=O)N(C)C)cc1	0.4	0	3	-0.8	4	0.2	-0.2	-0.6	-1	0.0	-0.1
CCOC(=O)C1(CCc2ccccc2)CCN(C(=O)c2cc(C)nc(C)n2)CC1	2.4	-1	2	2.1	5	0.5	-1.0	0.7	-4	-0.6	-0.8
CC(=O)Nc1ccc(-c2ccnc3c2CC(C(=O)Nc2cccc(Oc4ccccc4)c2)O3)cc1 (stereo unspecified)	-4.1	-21	-2	0.4	0	-0.5	-2.7	-0.1	-5	nt	-2.0
Oc1ccc(C=NC2CCCCC2)c(O)c1	-0.1	6	3	0.1	-2	-0.5	-2.9	-1.4	4	-0.5	-1.1
Cc1cc(NC(=O)COC(=O)CCS(=O)(=O)c2ccc(Cl)cc2)no1	-0.5	4	-3	-0.5	-3	0.1	-0.3	-0.2	3	-1.2	-0.3
O=C(c1ccccc1-c1ccccc1)N1CCCCC1	0.1	-1	-3	-4.1	3	-0.6	-2.6	0.0	-4	0.9	-1.1
O=C(COC(=O)c1cccs1)Nc1cccc(S(=O)(=O)NC2=NCCCCC2)c1	-0.1	1	-5	0.0	11	0.5	-2.1	-0.6	5	-1.4	-1.0

Printed as active in hcDAF12 agonist (from the list above):
| SMILES | HGIII-sPLA2 inh | SMARCA2 act | NPR2 activator | DAX1 inh-1 | hcDAF12 agonist | KLK7 zymogen act | NPR1 activator | DAX1 inh-2 | ssDAF12 agonist |
| --- | --- | --- | --- | --- | --- | --- | --- | --- | --- |
| O=C(/C=C/c1ccc(O)c(O)c1)NC(=O)c1ccccc1O | -9 | 5 | -3 | 4.6* | 6.5* | -0.9 | -2 | -0.3 | -0.3 |
| Fc1ccc(-c2csc(Nc3ccccn3)n2)cc1 | 0 | 0 | -4 | 2.3 | 21* | 0.4 | 20 | 3.4 | 4.3* |

The list continues.
SMILES	FXN GAA850 act	HGIII-sPLA2 inh	SMARCA2 act	hgDAF12 agonist	NPR2 activator	DAX1 inh-1	hcDAF12 agonist	KLK7 zymogen act	NPR1 activator	DAX1 inh-2	ssDAF12 agonist
Cc1cc(C)n(-c2nnc(C)n2/N=C/c2ccco2)n1	1.6	10	-3	0.9	-5	-0.5	0.2	0.0	-1	0.0	-1.3
CN(N=Nc1ccc([N+](=O)[O-])cc1)c1ccccc1	5.0	12	0	7.0	-9	2.0	1.9	-0.2	3	1.3	6.2*
COc1ccc(C2C(C(=O)Nc3cc(C)on3)c3ccccc3C(=O)N2C)cc1OC (stereo unspecified)	-2.9	8	-3	-0.1	-2	0.8	-2.8	0.3	0	1.2	-0.8
CCn1c(=O)c(C(=O)NCc2ccccc2)c(O)c2ccccc21	2.0	-1	-1	-1.0	1	-0.5	0.6	-0.6	3	-0.1	-1.3
COc1ccc(OC)c(C2C(C#N)=C(N)Oc3cc(N)ccc32)c1 (stereo unspecified)	4.0	-12	1	1.5	-1	-0.5	-1.2	-2.2	5	-0.7	-0.9
CCOc1ccc(N2CC(C(=O)NCCc3ccccc3)CC2=O)cc1 (stereo unspecified)	3.0	3	-1	-2.5	3	-0.9	-1.7	0.1	2	-0.2	0.0
N/C(CN1CCSCC1)=N\OCc1c(F)cccc1Cl	2.8	2	2	-0.8	3	0.3	-0.6	-0.1	2	1.6	-1.8
Cc1cc(=O)oc(C)c1C(=O)OC(C(=O)c1ccccc1)c1ccccc1 (stereo unspecified)	0.3	-8	-1	1.4	-5	-0.9	-0.9	0.4	-8	-0.4	-1.7
CCOc1ccc(C(=O)N2CCc3ccccc32)cc1	3.4	7	5	9.8	-3	0.9	3.4	-0.1	-2	1.4	-0.2
COC(=O)c1c(C)[nH]c(C(=O)COc2ccc3ccc(=O)oc3c2)c1C	-0.7	6	-3	-4.1	10	-0.6	0.7	-3.2	0	0.8	-1.4
Cc1ccc(C)c(N2CCN(CCCNC(=O)CCn3c(=O)c4cccn4c4cccnc43)CC2)c1	-1.6	-6	-2	-4.4	5	-0.4	-1.3	0.4	-2	-0.4	-0.9
Cc1cc(C)nc(N2CCC(C(=O)Nc3ccc4c(c3)OCCO4)CC2)n1	-0.7	4	7	-2.1	-2	-0.1	-0.7	0.1	-2	0.9	-0.8
CC(C)OCCCNC(=O)c1cc(Sc2ccc(F)cc2)nc2ccccc12	0.9	12	0	-2.5	2	-0.5	-1.2	-0.6	2	-0.9	-2.0
COc1ccc(NS(=O)(=O)c2c(F)cccc2F)cc1S(=O)(=O)N1CCOCC1	2.9	13	-5	1.1	0	0.4	-1.6	-0.2	3	-0.3	0.3
O=C(CC1C(=O)NCCN1Cc1cccc(Oc2ccccc2)c1)NCCc1ccccn1 (stereo unspecified)	3.0	-5	-1	-1.4	7	-0.3	0.3	-0.3	-1	-1.1	-1.2
COc1ccc(OC)c(C(=O)N2CCC(C(=O)c3ccc(F)cc3)CC2)c1	0.1	-9	3	-1.2	0	-1.1	0.0	-0.2	1	-1.0	-0.7
Cc1nc2cc(OC3(C)CCN(Cc4ccc(OC(F)(F)F)cc4)C3)ccc2s1 (stereo unspecified)	0.4	-2	-1	-5.2	2	0.3	-0.7	0.9	-4	nt	-1.3

Source: PubChem BioAssay (several laboratories)
